HCMV inh – qHTS Assay for inhibitors of the human cytomegalovirus (HCMV) | HFF cells, HCMV-luciferase reporter, 72 h; stronger effect = lower value | AID 1259415, 2018 | hit rate 4.5% among 410,000 | activity change, negative = inhibition, % at 57.5 µM; in the data active = activity change below about -60%; inconclusive = no clear call, values can overlap the other calls; inactive = above about -39%
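Screen run at 2 compound doses on HFFs infected with reporter HCMV, MOI 1 PFU/cell. Luciferase activity from cell lysates at 72 h post infection gave inhibition relative to buffer-only and Salinomycin wells.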
AmpC detergent – qHTS Inhibitors of AmpC Beta-Lactamase (assay with detergent). Potency, µM (top dose mostly 114 µM), inactives show at the highest dose activity change, negative = inhibition, hits mostly inhibitors. AmpC hydrolysis of nitrocefin, absorbance 480 nm, 0.01% Triton. hit rate 0.041% among 370,000. P00811;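 note: potency is the fitted concentration of half-maximal effect; 0% = no-compound wells and -100% = no-enzyme wells; nearly all actives have a fitted effect of over 25% in size; some results filed as inactive show a strong effect at the top dose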
Target sequence (P00811 whole entry, looked up): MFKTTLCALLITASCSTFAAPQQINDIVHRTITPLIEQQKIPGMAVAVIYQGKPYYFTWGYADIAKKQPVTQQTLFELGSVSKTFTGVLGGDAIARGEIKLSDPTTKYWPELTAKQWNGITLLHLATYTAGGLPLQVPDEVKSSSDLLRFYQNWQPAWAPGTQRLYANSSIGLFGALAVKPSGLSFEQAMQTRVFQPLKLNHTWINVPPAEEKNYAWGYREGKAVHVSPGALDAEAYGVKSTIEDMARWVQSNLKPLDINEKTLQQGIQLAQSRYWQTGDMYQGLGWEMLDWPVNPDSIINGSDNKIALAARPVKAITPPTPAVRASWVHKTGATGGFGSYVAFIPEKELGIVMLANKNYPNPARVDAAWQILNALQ
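20 mM phosphate pH 7.0 + 0.01% (detergent screen) or 0.0001% Triton X-100; 5.3 nM AmpC reagent; cpd preinc 15 min RT; nitrocefin (800 uM stock) to start; A480 q20 s × 4 min; Activity was normalised to no-enzyme and no-compound control wells.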
AmpC inh no detg – qHTS Inhibitors of AmpC Beta-Lactamase (assay without detergent) | P00811 | AmpC nitrocefin hydrolysis, absorbance 480 nm, 0.0001% Triton | Potency, µM (top dose mostly 57.1 µM), for the others: top-dose activity change, negative = inhibition, actives largely listed as inhibitors | hit rate 0.52% among 330,000;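 note: potency is the fitted concentration of half-maximal effect; plate controls were no compound for no effect and no enzyme for full effect; nearly all actives have a fitted effect of over 20% in size; some results filed as inactive show a strong effect at the top dose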
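AmpC (5.3 nM in the dispensed reagent) in 20 mM phosphate pH 7.0 with 0.01% (detergent screen) or 0.0001% Triton X-100 was preincubated with compounds for 15 min at room temperature. Nitrocefin was then added from an 800 uM solution, and hydrolysis was followed at 480 nm.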
AMA1 RON2 block – qHTS for Inhibitors of AMA1-RON; Towards Development of Antimalarial Drug Lead: Primary Screen | Plasmodium falciparum AMA1 (3D7) - RON2 peptide interaction | AlphaScreen AMA1-biotinylated RON2 peptide binding | Potency, µM (titrated, usually from 58.2 µM), for inactives: at the top dose activity change, negative = inhibition, actives largely listed as inhibitors | hit rate 0.2% among 360,000;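 note: potency is the fitted concentration of half-maximal effect; 0% = vehicle wells and -100% = peptide control; nearly all actives have a fitted effect of over 45% in size; some results filed as inactive show a strong effect at the top dose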
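AMA1 (3D7) with his tag at 25 nM final met compounds first, then biotinylated RON2 peptide at 25 nM; detection used donor plus acceptor beads, 10 µg/mL apiece, read by AlphaScreen after 30 min at room temperature.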
Sm TGR inh – qHTS Assay for the Inhibitors of Schistosoma Mansoni Peroxiredoxins; Potency, µM (doses to about 114 µM), without a hit: at the top dose activity change, negative = inhibition, actives largely listed as inhibitors; Schistosoma mansoni thioredoxin glutathione reductase (TGR), Q962Y6; hit rate 3% among 360,000; purified TGR, DTNB reduction, TNB absorbance 405 nm; note: potency is the fitted concentration of half-maximal effect; nearly all actives have a fitted effect of over 60% in size
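TGR 20 nM + NADPH 100 uM (dispensed conc.), cpd preinc 15 min RT; start with NADPH (500 uM addition) then DTNB (15 mM addition). Kinetic TNB absorbance, 405 nm filter. Four-parameter Hill fit across titration.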
Giardia FBPA inh – qHTS Assay for Inhibitors of Fructose-1,6-bisphosphate Aldolase from Giardia Lamblia; A8B2U2; purified Giardia FBPA; Potency, µM (top dose mostly 59.6 µM), for the others: at the top dose activity, negative = inhibition, most hits filed as inhibitors; hit rate 0.71% among 290,000; note: potency is the fitted concentration of half-maximal effect; nearly all actives have a fitted effect of over 55% in size
Target sequence (A8B2U2 whole entry, looked up): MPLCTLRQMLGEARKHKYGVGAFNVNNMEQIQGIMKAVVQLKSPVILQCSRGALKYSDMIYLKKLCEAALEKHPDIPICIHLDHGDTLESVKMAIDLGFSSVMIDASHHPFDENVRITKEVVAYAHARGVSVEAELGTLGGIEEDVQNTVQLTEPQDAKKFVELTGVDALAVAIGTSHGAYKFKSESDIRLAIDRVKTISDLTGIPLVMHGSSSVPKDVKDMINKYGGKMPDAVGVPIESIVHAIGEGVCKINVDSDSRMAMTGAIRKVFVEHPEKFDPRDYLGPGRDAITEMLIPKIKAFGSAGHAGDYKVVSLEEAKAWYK
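40 nM FBPA preincubated 10 min at RT with compound (up to 57.5 uM final), then substrate plus GAPDH/TPI/NAD/arsenate coupling and diaphorase/resazurin added. Fluorescence read after 20 min at RT, 525/598 nm.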
The depositor's hits bear a star; ? = inconclusive; nt = not tested or not shown; [ ] = remark or other dose. Unless noted, calls come from the whole dose curve; as a rule, active = well fitted curve in the direction sought with a large enough effect; inconclusive = small, poorly fitted or top-dose-only effect, or another doubt; inactive = no such curve, though single readings can be large; an effect the other way counts as inactive or inconclusive. Unless noted, % is set by controls: 0 for no effect and ±100 for the full control effect.

1: Cc1cccc(CC(C)NC(=O)c2cc(COc3ccc(C)c(C)c3)on2)n1 (centres undefined)
2: COc1ccc(CC(=O)NC(C)c2nnc(SCc3nc4ccccc4c(=O)[nH]3)n2C)cc1 (centres undefined)
3: C=CC[C@H](CC(=O)NCCO)C(=O)N[C@@H](COC(=O)[C@@H](CC=C)CC(=O)OC(C)(C)C)Cc1c[nH]c2ccccc12
4: Cc1cccc(NC(=O)c2nc[nH]c2C(=O)NCC(=O)OCc2ccccc2)c1
5: COc1ccc(-n2nc(C(=O)NCC(=O)NCCCN3CCN(C)CC3)c3ccccc3c2=O)cc1OC
6: CN(Cc1ccccc1)S(=O)(=O)c1ccc2[nH]cc(C(=O)NCC3CCCO3)c(=O)c2c1 (centres undefined)
7: CS(=O)(=O)N1CCN(c2ncnc3c2cnn3-c2ccccc2)CC1
8: CCN(Cc1ccccc1)Cc1c(O)ccc2c(=O)c(-c3ccccc3Cl)c(C(F)(F)F)oc12

assay / compound	1	2	3	4	5	6	7	8
HCMV inh	43	?	22	21	18	-107*	31	-11
AmpC detergent	-8%	?	nt	-5%	-7%	2%	2%	0%
AmpC inh no detg	161%[activator]	-19%	271%[activator]	-14%	0%	3%	-3%	nt
AMA1 RON2 block	-8%	-4%	-7%	115%[activator]	-11%	21%	-1%	nt
Sm TGR inh	13%	0%	nt	4%	-17%	1%	-11%	-3%
Giardia FBPA inh	-1%	-2%	nt	0%	7%	10%	-2%	nt

In another format: 4 of the compounds above.
entry | SMILES | HCMV inh | AmpC detergent | AmpC inh no detg | AMA1 RON2 block | Sm TGR inh | Giardia FBPA inh
1 | Cc1cccc(CC(C)NC(=O)c2cc(COc3ccc(C)c(C)c3)on2)n1 (centres undefined) | 43 | -8% | 161%[activator] | -8% | 13% | -1%
2 | COc1ccc(CC(=O)NC(C)c2nnc(SCc3nc4ccccc4c(=O)[nH]3)n2C)cc1 (centres undefined) | ? | ? | -19% | -4% | 0% | -2%
6 | CN(Cc1ccccc1)S(=O)(=O)c1ccc2[nH]cc(C(=O)NCC3CCCO3)c(=O)c2c1 (centres undefined) | -107* | 2% | 3% | 21% | 1% | 10%
7 | CS(=O)(=O)N1CCN(c2ncnc3c2cnn3-c2ccccc2)CC1 | 31 | 2% | -3% | -1% | -11% | -2%

(further entries)
9: O=C(CC(CC(=O)c1ccc(Br)cc1)c1cccnc1)c1ccc(Br)cc1
10: COc1ccc(S(=O)(=O)N2CCC(C(=O)Nc3ccc(F)cc3)CC2)c2cccnc12
11: CCOC(=O)c1c(S(=O)(=O)N2CCN(c3ccc(F)cc3)CC2)c(C)n(C)c1C
12: Cc1ccc(C)n1-c1nnc(N2CCCC(C(=O)Nc3ccccc3Br)C2)s1 (centres undefined)
13: CCCCc1cc(O)c(CCCC)c(O)c1
14: CN(C)c1ccc(C(=O)OCC(=O)NCCCc2ccccc2)cc1
15: O=C(COC(=O)CNC(=O)c1ccc(Cl)cc1Cl)NC1CC1
16: C=CCn1c(N)cc(=O)nc1SCC(=O)Nc1cccc2ccccc12

assay / compound	9	10	11	12	13	14	15	16
HCMV inh	26	-31	28	19	17	-2	19	10
AmpC detergent	?	-10%	-1%	9%	-14%	1%	nt	-3%
AmpC inh no detg	0%	-1%	37%	nt	-34%	-21%	-7%	-18%
AMA1 RON2 block	-1%	5%	-2%	nt	-2%	-3%	-1%	-7%
Sm TGR inh	3%	1%	0%	?	-5%	0%	nt	10%
Giardia FBPA inh	1%	-17%	0%	nt	1%	3%	nt	3%

17: Cc1ccc(NC(=O)C(OC(=O)c2ccc(F)cc2)c2ccccc2)cc1Cl (centres undefined)
18: COc1nc(Nc2cccc(C(F)(F)F)c2)nc(OC)n1
19: O=C(OCc1nnc(-c2ccc([N+](=O)[O-])cc2)o1)C1CCN(C(=O)c2ccc(Cl)cc2)CC1
20: O=C(NCC1CCCN1S(=O)(=O)c1ccccc1)c1cccc(Cl)c1 (centres undefined)
21: Cc1ccc(C(=O)N/N=C(\CC(C)C)c2ccccc2)cc1
22: Cc1ccc2nc3c(cc(C#N)c(=O)n3-c3nnc(SCc4ccccc4)s3)c(=O)n2c1
23: COCCN1C(=O)N[C@@H](c2ccccc2)[C@H](C(=O)OC)[C@H]1C
24: CCN(CCn1cccn1)C(=O)c1ccc(OC2CCN(C(=O)COC)CC2)cc1

assay / compound	17	18	19	20	21	22	23	24
HCMV inh	26	96	-31	12	-30	9	-6	25
AmpC detergent	-1%	-6%	?	?	-1%	17%	nt	?
AmpC inh no detg	-20%	-19%	72%[activator]	-8%	-11%	nt	nt	-13%
AMA1 RON2 block	-8%[11.6 µM]	15%	-5%	9%	8%	nt	4%	-19%
Sm TGR inh	-6%	-1%	-1%	-3%	1%	-1%	nt	-16%
Giardia FBPA inh	-6%	0%	nt	nt	1%	nt	7%[12.9 µM]	-12%

25: Cc1ccc(C(=O)NNC(=O)CSc2n[nH]c(-c3cccnc3)n2)cc1
26: Cc1cc(C(=O)N/N=C/c2ccccn2)n[nH]1
27: CCOc1ccc(NC(=O)c2cc(S(=O)(=O)N3CCc4ccccc43)ccc2F)cc1
28: COc1ccc(-c2cc(C(=O)OC(C)C(=O)c3ccccc3)c3cccc(Cl)c3n2)cc1 (centres undefined)
29: Cc1ccc(-n2nc(CO)c(C(=O)NCc3ccccn3)n2)cc1C
30: CC(=O)/C=C(\C)Nc1ccccc1O
31: Cc1ccc(NC(=O)c2c(C)noc2-c2snnc2C)cc1
32: O=C(Nc1nccs1)c1ccccn1

assay / compound	25	26	27	28	29	30	31	32
HCMV inh	-104*	29	?	6	132	?	?	42
AmpC detergent	?	-1%	-3%	6%	1%	8%	5%	-12%
AmpC inh no detg	-18%	-3%	nt	nt	nt	-23%	-14%	-9%
AMA1 RON2 block	76%[activator]	64%[activator]	nt	nt	nt	?	8%	100%[activator]
Sm TGR inh	10%	nt	0%	5%	-5%	5%	2%	-2%
Giardia FBPA inh	-27%	?	nt	nt	nt	?	0%	18µM*

33: CN(C)S(=O)(=O)c1cccc(NC(=O)c2ccc(COc3ccccc3)cc2)c1
34: COc1ccc(CC(=O)Nc2cccc(C(=O)Nc3ccccc3C(=O)O)c2)cc1OC
35: CCOC(=O)c1c(-c2ccc(C)cc2)csc1NC(=O)CCN1CC(C)OC(C)C1 (centres undefined)
36: c1ccc(CC2CNc3ccccc3CN2)cc1 (centres undefined)
37: CCOC(=O)Cc1nn(C(C)C)c(=O)c2ccccc12
38: O=C(N/N=C/c1c(Cl)[nH]c2ccccc12)c1ccc2c(c1)OCCO2
39: S=C(Nc1ccccc1)Nc1ccc(Br)cn1
40: CCN(CC)S(=O)(=O)c1ccc(C(=O)Oc2cc(C)[nH]c(=O)c2[N+](=O)[O-])cc1

assay / compound	33	34	35	36	37	38	39	40
HCMV inh	nt	0	1	15	-4	19	-23	-30
AmpC detergent	-7%	?	?	-2%	-3%	-8%	6%	5%
AmpC inh no detg	-26%	-31%	175%[activator]	-23%	0%	-53%	-39%	-6%
AMA1 RON2 block	3%	-5%	?	8%	-12%	25%	8%	-3%
Sm TGR inh	10%	-27%	-9%	5%	6%	-10%	?	-27%
Giardia FBPA inh	-5%	9%	?	1%	-1%	-9%	-1%	0%

41: O=C(Nc1ccc(Cl)c(C(F)(F)F)c1)C1CCN(S(=O)(=O)c2cccc3nonc23)CC1
42: Cc1nnc2sc(SCc3cccc(Cl)c3)nn2c1=O
43: Cc1cccc(C)c1Nc1c(-c2cccs2)nc2ncccn12
44: COc1ccc(C(=O)NCc2cccnc2)cc1S(=O)(=O)N1CCOCC1
45: Cc1ccc(NC(=O)CCc2nc3cccnc3n2-c2ccccc2)cc1
46: COc1cccc(C(=O)Nc2ccc(N3CCN(S(C)(=O)=O)CC3)cc2)c1
47: S=C(NCc1ccccc1Cl)NC1CCCC1
48: Cc1ccccc1CN1CCc2nc(N3CCN(c4ccccn4)CC3)ncc2C1

assay / compound	41	42	43	44	45	46	47	48
HCMV inh	?	25	-4	44	-23	12	-15	-27
AmpC detergent	15%	-11%	1%	2%	3%	-3%	7%	10%
AmpC inh no detg	nt	-8%	nt	-17%	nt	2%	-23%	nt
AMA1 RON2 block	nt	2%	nt	-6%	nt	-2%	-2%	nt
Sm TGR inh	1%	3%	-4%	2%	-7%	-3%	5%	7%
Giardia FBPA inh	nt	5%	nt	1%	nt	3%	1%	nt

49: CCN(CC)CCCN1CC(O)=C(c2nc3ccccc3s2)C1=N
50: CCOC(=O)N1CCN(C(=O)c2ccc3c(SCC(=O)O)c4c(nc3c2)CCCC4)CC1
51: COC(=O)c1cccc(NC(=O)c2ccco2)c1
52: O=C(CCC1CC(=O)Nc2ccccc21)NCc1ccccc1 (centres undefined)
53: CCN1CCC(C(=O)NC2CCCC2)(N(Cc2cccs2)C(=O)Cn2nnc3ccccc32)CC1
54: CC(CC(=O)OCC(=O)NCc1ccc(Cl)cc1)c1ccccc1 (centres undefined)
55: CC1=N/C(=C/c2ccc([N+](=O)[O-])cc2)C(=O)N1c1ccc(Cl)cc1Cl
56: O=C(Nc1ccc2c(c1)OCO2)C1CCCCN1S(=O)(=O)c1ccccc1 (centres undefined)

assay / compound	49	50	51	52	53	54	55	56
HCMV inh	77	nt	14	38	nt	11	11	-26
AmpC detergent	-12%	?	-14%	?	5%	?	1%	0%
AmpC inh no detg	-12%	1%	-15%	-31%	-13%	-9%	-15%	-25%
AMA1 RON2 block	5%	4%	6%	5%	nt	-2%	?	0%
Sm TGR inh	5%	-25%	0%	1%	13%	-15%	-17%	2%
Giardia FBPA inh	5%	-7%	4%	-3%	-1%	nt	2%	-10%

57: CC1CCN(c2ncnc3c2cnn3-c2ccc(F)cc2)CC1
58: Cc1ccc(SCCC(=O)N(C)C)cc1
59: O=C(NCCc1ccccc1)C1=COCCO1
60: O=c1c2[nH]c3ccc(Br)cc3c2ncn1CCCn1ccnc1
61: Cc1nc(C)n(CC(=O)N2CCCC(C(=O)c3cccc4ccccc34)C2)n1 (centres undefined)
62: Nc1cc(=O)[nH]c(SCCSc2ccccc2)n1
63: CC(=O)c1c(C)[nH]c(C(=O)CN2CCN(S(=O)(=O)c3ccc(C(C)C)cc3)CC2)c1C
64: N=C(N)c1ccc(N)cc1

assay / compound	57	58	59	60	61	62	63	64
HCMV inh	81	3	26	-14	-5	11	-27	?
AmpC detergent	-4%	-2%	-3%	-1%	-4%	-7%	-2%	-11%
AmpC inh no detg	nt	0%	-16%	-6%	46%	-21%	-1%	-13%
AMA1 RON2 block	nt	3%	-21%	?	11%	-1%	-9%	-4%
Sm TGR inh	3%	-5%	1%	10%	?	6%	?	-3%
Giardia FBPA inh	nt	-1%	nt	4%	1%	4%	nt	-2%

From PubChem
